# GLA spleen mod – qHTS Assay for Inhibitors and Activators of Human alpha-Galactosidase From Spleen Homogenate; human spleen homogenate, 4MU-alpha-Gal fluorescence, 40 min; Potency, µM (highest dose often 80 µM), without a hit: top-dose activity change, negative = inhibition, hits mostly inhibitors; hit rate 0.008% among 240,000; AID 2107, 2009;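 further: 0% = enzyme with vehicle and -100% = no enzyme basal signal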
# Target sequence (P06280 32-429 limits assumed): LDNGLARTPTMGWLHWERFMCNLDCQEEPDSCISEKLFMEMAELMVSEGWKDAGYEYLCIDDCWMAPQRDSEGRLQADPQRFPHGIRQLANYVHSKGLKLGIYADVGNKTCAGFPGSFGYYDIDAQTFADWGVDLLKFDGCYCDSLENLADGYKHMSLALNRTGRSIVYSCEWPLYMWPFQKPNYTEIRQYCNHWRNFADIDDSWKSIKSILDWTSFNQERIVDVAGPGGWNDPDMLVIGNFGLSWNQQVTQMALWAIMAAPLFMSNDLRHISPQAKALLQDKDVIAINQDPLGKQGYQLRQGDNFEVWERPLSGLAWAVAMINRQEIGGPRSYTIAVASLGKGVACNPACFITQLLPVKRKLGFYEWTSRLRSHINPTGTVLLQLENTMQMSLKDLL
#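 Fluorogenic readout (Ex 365/Em 440 nm) of 4-methylumbelliferone released from 1 mM 4-MU-alpha-galactoside by spleen homogenate, 40 min at 37C, pH 5.0. Data normalized to no-enzyme and enzyme controls; Hill-equation AC50 from compound titrations.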
# JMJD2E inh – qHTS Assay for Inhibitors of Human Jumonji Domain Containing 2E (JMJD2E). Lysine-specific demethylase 4E (Homo sapiens), B2RXH2. JMJD2E catalytic domain, FDH-coupled NADH fluorescence (FDH is formaldehyde dehydrogenase). Potency, µM (series often up to 57.1 µM), without a hit: top-dose activity change, negative = inhibition, usual class: inhibitors. hit rate 1.6% among 230,000. AID 2147, 2009; active means well fitted inhibition curve with a large enough effect, not every such curve was filed as active; inconclusive means small, poorly fitted or top-dose-only effect, or another doubt; inactive means no such curve, though single readings can be large or run the other way;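 further: 0% = wells with enzyme and -100% = buffer wells without enzyme; nearly all actives have a fitted effect of over 50% in size; many of its hits are not listed in these tables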
# ALDH1A1 block – qHTS Assay for Inhibitors of Aldehyde Dehydrogenase 1 (ALDH1A1); Aldehyde dehydrogenase 1A1 (Homo sapiens), P00352; AID 1030, 2008; Purified ALDH1A1, NADH fluorescence, propionaldehyde substrate; hit rate 7.3% among 220,000; Potency, µM (top dose mostly 75.3 µM), inactives show top-dose activity, negative = inhibition, usual class: inhibitors; active means well fitted inhibition curve with a large enough effect, not every such curve was filed as active; inconclusive means small, poorly fitted or top-dose-only effect, or another doubt; inactive means no such curve, though single readings can be large or run the other way;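 further: plate controls were no enzyme wells and a reference inhibitor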
# Target sequence (P00352 whole entry, looked up): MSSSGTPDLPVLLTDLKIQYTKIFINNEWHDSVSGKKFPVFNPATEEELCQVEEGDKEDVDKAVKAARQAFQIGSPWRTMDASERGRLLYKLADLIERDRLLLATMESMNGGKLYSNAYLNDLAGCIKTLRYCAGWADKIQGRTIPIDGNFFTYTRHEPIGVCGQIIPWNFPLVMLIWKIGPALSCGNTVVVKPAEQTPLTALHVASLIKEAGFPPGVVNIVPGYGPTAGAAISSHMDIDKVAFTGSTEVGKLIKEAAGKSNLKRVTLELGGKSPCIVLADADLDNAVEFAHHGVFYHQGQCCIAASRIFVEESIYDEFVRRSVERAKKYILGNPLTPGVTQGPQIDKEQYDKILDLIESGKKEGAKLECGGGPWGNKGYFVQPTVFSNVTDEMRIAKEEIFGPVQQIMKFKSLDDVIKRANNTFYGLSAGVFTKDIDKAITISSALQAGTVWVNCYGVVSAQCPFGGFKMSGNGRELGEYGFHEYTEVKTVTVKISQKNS
# GAA inhib – qHTS Assay for Inhibitors of Human alpha-Glucosidase as a Potential Chaperone Treatment of Pompe Disease; AID 1466, 2008; Potency, µM (highest dose often 76.9 µM), for inactives: at the highest dose activity change, negative = inhibition, actives largely listed as inhibitors; Lysosomal alpha-glucosidase (Homo sapiens), P10253; purified human GAA, 4-MU-alpha-glucoside fluorescence; hit rate 0.005% among 200,000;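 further: plate controls were uninhibited enzyme wells for no effect and no-enzyme background for full effect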
#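 Fluorescence at Ex 365/Em 440 nm from 4-methylumbelliferone reported enzyme activity after 20 min at room temperature. Reactions used 4 nM enzyme and 400 uM substrate at pH 5.0; curves fitted with the Hill equation.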
# GoLoco inh red – qHTS Assay for Inhibitors of RGS12 GoLoco Motif Activity (Red Fluorophore). Gai1:RGS12 GoLoco peptide FP, rhodamine, 10 min. hit rate 0.44% among 230,000. Potency, µM (highest dose often 61.6 µM), for inactives: at the top dose activity, negative = inhibition, usual class: inhibitors. Guanine nucleotide-binding protein G(i) subunit alpha-1 (Homo sapiens), P63096. AID 880, 2007; active means well fitted inhibition curve with a large enough effect, not every such curve was filed as active; inactive means no such curve, though single readings can be large or run the other way; further: on the % scale 0 is the no-effect control and ±100 the full control effect; nearly all actives have a fitted effect of over 30% in size; many of its hits are not listed in these tables
# SMN2 splice enh – qHTS Assay for Enhancers of SMN2 Splice Variant Expression | hit rate 2.8% among 210,000 | HEK293 SMN2-luciferase splicing reporter, luminescence, 30-36 h | Potency, µM (series often up to 46.1 µM), for inactives: at the top dose activity change, positive = activation, hits mostly activators; further: % of control where 0% means no effect; nearly all actives have a fitted effect of over 55% in size
#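 qHTS luciferase splicing reporter: luminescence rises when SMN2 exon 7 is included in transfected HEK293 cells. Compound exposure lasted 30-36 h at 37C, with 4.5 mM final sodium butyrate as control, followed by a ONE-Glo read.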
# GAA glycogen – qHTS Assay for Inhibitors and Activators of Human alpha-Glucosidase Cleavage of Glycogen. AID 2100, 2009. hit rate 0.38% among 300,000. recombinant GAA, glycogen substrate, Amplex Red glucose oxidase fluorescence. Potency, µM (doses to about 76.4 µM), without a hit: at the top dose activity change, negative = inhibition, hits mostly inhibitors;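 further: 0% = full enzyme reaction and -100% = no-enzyme basal signal; the screen sought inhibitors and activators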
#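 qHTS, 1536-well; enzyme 4 nM final; cpd up to 77 uM; substrate bovine liver glycogen 30 ug; 50 mM citrate/phosphate pH 5.0, 0.01% Tween-20; 37 C, 40 min; Amplex Red detection 45 min RT; Hill fit → AC50.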
# GAA spleen mod – qHTS Assay for Inhibitors and Activators of Human alpha-Glucosidase From Spleen Homogenate; hit rate 0.006% among 240,000; Potency, µM (highest dose often 79.9 µM), inactives show at the highest dose activity change, negative = inhibition, actives largely listed as inhibitors; human spleen homogenate, 4-MU-alpha-glucoside fluorescence;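 further: 0% = enzyme with vehicle and -100% = no enzyme basal signal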
#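 Compounds were titrated against alpha-glucosidase in spleen homogenate at pH 5.0, with 1 mM 4-methylumbelliferyl substrate for 40 min at 37 C. Reactions were quenched with pH 10 NaOH/glycine and fluorescence measured.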
# Starred values were filed as active, the others as inactive; u = inconclusive; x = no result given; & = joins results of further samples; [ ] = remark or other dose. Unless noted, the call rests on the fitted dose curve; in most records, active means well fitted curve in the direction sought with a large enough effect; inconclusive means small, poorly fitted or top-dose-only effect, or another doubt; inactive means no such curve, though single readings can be large; an effect the other way counts as inactive or inconclusive. Potency means the concentration at half of the fitted maximal effect.
SMILES,GLA spleen mod,JMJD2E inh,ALDH1A1 block,GAA inhib,GoLoco inh red,SMN2 splice enh,GAA glycogen,GAA spleen mod
Cc1cccc(CCNC(=O)C2CCCN(S(=O)(=O)c3cccc4nsnc34)C2)c1 (stereo unspecified),-3%,3%,3%,1%,8%,-20%,12%,-4%
COC(=O)Cc1[nH]nc2c1C(C1C=CCCC1)C(C#N)=C(N)O2 (stereo unspecified),9%,3%,-1%,-6%,-3%,15%,-11%,12%
C=CCNC(=S)Nc1cccc(N)c1,1%,-16%,u,u,7%,5%,1%,3%
CC(=O)NC1=NN(C(C)=O)C(C)(CS(=O)(=O)c2ccc3ccccc3c2)S1 (stereo unspecified),20%,-1%,-6%,0%,8%,-3%,1%,-10%
COC(=O)CCN(C(=O)c1cc(OC)c(OC)c(OC)c1)c1ccccn1,1%,12%,5%,-7%,2%,-12%,-3%,1%
CC(C)c1onc(C(=O)NCc2cccs2)c1[N+](=O)[O-],2%,4%,1%,1%,5%,-13%,5%,0%
O=c1[nH]ncn1-c1ccc(Br)cc1,-1%,5%,10%,-1%,3%,x,11%,-4%
O=C(Nc1n[nH]c(C(F)(F)F)n1)C1CC1,4%,-7%,0%,22%,9%,10%,-9%,-9%
c1ccc(Nc2ncncc2-c2ccc3c(c2)OCO3)cc1,16%,x,0%,x,2%,x,x,10%
Cc1ccc(S(N)(=O)=O)cc1NC(=O)/C=C/c1cccs1,-3%,5%,-9%,1%,2%,-11%,7%,-2%

# Given with tabs: entries from further up
SMILES	GLA spleen mod	JMJD2E inh	ALDH1A1 block	GAA inhib	GoLoco inh red	SMN2 splice enh	GAA glycogen	GAA spleen mod
Cc1cccc(CCNC(=O)C2CCCN(S(=O)(=O)c3cccc4nsnc34)C2)c1 (stereo unspecified)	-3%	3%	3%	1%	8%	-20%	12%	-4%
COC(=O)Cc1[nH]nc2c1C(C1C=CCCC1)C(C#N)=C(N)O2 (stereo unspecified)	9%	3%	-1%	-6%	-3%	15%	-11%	12%
C=CCNC(=S)Nc1cccc(N)c1	1%	-16%	u	u	7%	5%	1%	3%
CC(=O)NC1=NN(C(C)=O)C(C)(CS(=O)(=O)c2ccc3ccccc3c2)S1 (stereo unspecified)	20%	-1%	-6%	0%	8%	-3%	1%	-10%
COC(=O)CCN(C(=O)c1cc(OC)c(OC)c(OC)c1)c1ccccn1	1%	12%	5%	-7%	2%	-12%	-3%	1%
CC(C)c1onc(C(=O)NCc2cccs2)c1[N+](=O)[O-]	2%	4%	1%	1%	5%	-13%	5%	0%
O=c1[nH]ncn1-c1ccc(Br)cc1	-1%	5%	10%	-1%	3%	x	11%	-4%
O=C(Nc1n[nH]c(C(F)(F)F)n1)C1CC1	4%	-7%	0%	22%	9%	10%	-9%	-9%
c1ccc(Nc2ncncc2-c2ccc3c(c2)OCO3)cc1	16%	x	0%	x	2%	x	x	10%
Cc1ccc(S(N)(=O)=O)cc1NC(=O)/C=C/c1cccs1	-3%	5%	-9%	1%	2%	-11%	7%	-2%

# (further entries)
SMILES,GLA spleen mod,JMJD2E inh,ALDH1A1 block,GAA inhib,GoLoco inh red,SMN2 splice enh,GAA glycogen,GAA spleen mod
CCCC(C(=O)O)n1c(O)c(C=C2N=c3ccccc3=N2)sc1=S (stereo unspecified),-24%,-7%,x,x,-2%,x,-2%,-3%
Cc1n[nH]c(C)c1S(=O)(=O)N1CCCCCC1,9%,0%,4%,1%,-2%,13%,-2%,6%
CC(C)CC(C(=O)OCC(=O)c1c(N)n(C)c(=O)n(C)c1=O)N1C(=O)c2ccccc2C1=O (stereo unspecified),-4%,-10%,-3%,1%,-2%,29%,6%,-18%
Cc1nn(-c2ccccc2)c2c1C(=O)N(Cc1ccccc1)C(=O)C(C)(C)C2,0%,0%,-3%,-12%,-18%,-7%,-8%,0%
Nc1cc(=O)[nH]n1C1CCCC1,-6%,6%,-3%,1%,-1%,5%,-20%,-2%
O=C(CC(=O)c1ccccc1)Nc1cc(C(F)(F)F)ccc1Cl,9%,-5%,u,-7%,-14%,17%,7%,-2%
Cn1c(=O)c2c3c(sc2n2c(SCC(=O)c4ccccc4)nnc12)COC(C)(C)C3,4%,3%,u,-5%,x,x,10%,-1%
CCCCn1cnc2c(c(-c3ccccc3)c(-c3ccccc3)n2Cc2ccco2)c1=N,-1%,-4%,x,x,0%,x,4%,2%
Cc1csc(SCc2nc3scc(-c4ccccc4)c3c(=O)[nH]2)n1,-1%,3%,u,7%,5%,-40%[inhibitor],0%,9%
O=[N+]([O-])c1cc(/C=N/n2c(-c3cccnc3)n[nH]c2=S)ccc1Cl,-4%,2%,2µM*,-2%,0%,8%,-6%,-1%
O=C(CCNC(=O)c1ccccc1Cl)Nc1nc(-c2ccccc2Cl)cs1,8%,3%,u,-3%,7%,3%,5%,2%
Cn1nccc1C(=O)Nc1ccc2c(c1)OCCO2,1%,-7%,-8%,0%,4%,x,2%,0%
COc1ccc(C(=O)NNC2=NC(C)(C)Cc3ccccc32)cc1,1%,1%,9%,-2%,3%,-19%,-4%,4%
CCC1CCCCN1C(=O)Cn1c(=O)oc2ccccc21 (stereo unspecified),1%,7%,5%,-6%,3%,-7%,8%,-4%
Cc1cc(C)n2nc(CCc3nc4nc(C)cc(C)n4n3)nc2n1,2%,-2%,9%,2%,6%,11%,0%,8%
CCOC(=O)N1CCC(NC(=O)Cn2ncc3c4ccccc4n(C)c3c2=O)CC1,0%,u,u,-3%,-8%,7%,0%,0%
COc1ccc(/C=N/NC(=S)NC2CCS(=O)(=O)C2)cc1OC (stereo unspecified),-4%,-3%,-14%,9%,3%,7%,u,-22%
O=C(COC(=O)c1ccco1)Nc1ccc2c(c1)OCO2,9%,-3%,u,-1%,8%,12%,-5%,-4%
COc1ccc(N2C(=O)CCC2(C#N)c2ccc(OC)cc2)cc1 (stereo unspecified),1%,3%,u,-3%,-1%,4%,3%,-5%
CC(=O)Nc1ccc(Oc2ncccn2)c(Cl)c1,-8%,3%,21%,-7%,-4%,-8%,4%,2%
Cc1ccc(C(=O)CN(Cc2ccccc2)C2=NCCS2)cc1,5%,1%,20µM*,-3%,3%,19%,-9%,-10%
Cc1cc(N/N=C/c2ccccc2Br)nc2ccccc12,-4%,-23%,10%,u,0%,86%,-10%,-7%
COc1cc(/C=C(\NC(C)=O)C(=O)NC(C)(C)CC(C)(C)C)ccc1OC(C)=O,-11%,-6%,5%,-4%,4%,-12%[1.84 µM],-5%,-12%
CCOC(=O)C1=C(c2ccccc2)NC(=O)NC1c1ccc(O)c(OCC)c1 (stereo unspecified),-4%,3%,-11%,-28%,-5%,-7%,u,1%
c1ccc(OCc2nn3c(Cn4cnc5ccccc54)nnc3s2)cc1,2%,-5%,19µM*,0%,-8%,-35%[inhibitor],-9%,-5%
COc1ccc(C(c2nnnn2Cc2ccccc2)N2CCN(C(=O)c3ccco3)CC2)cc1 (stereo unspecified),2%,-5%,28µM*,2%,4%,-12%,7%,-2%
CCC1(C)Cc2c(sc3nnn(CC(=O)Nc4ccc(C)cc4)c(=O)c23)CO1 (stereo unspecified),-4%,0%,-4%,-5%,-16%,-13%,-1%,-2%
O=C(CN1C(=O)NC2(CCCCC2)C1=O)N1CCN(S(=O)(=O)c2ccccc2)CC1,-2%,-1%,-4%,-7%,1%,24%,-7%,-5%
COc1ccccc1/C=N\Nc1cn[nH]c(=O)c1Cl,5%,0%,10%,-4%,7%,-30%[inhibitor],10%,-3%
CCn1c(CNc2ccc(F)cc2)nnc1SCC(=O)OC1CCCCC1,7%,-10%,u,-3%,3%,12%,3%,-3%
CCCN1C(=O)C(Cc2nc3ccccc3c(=O)n2-c2ccccc2)c2cc(C)ccc21 (stereo unspecified),-21%,-3%,u,-11%,4%,-26%&-29%,-13%[76.3 µM],-9%
CCCCOc1cccc(C(=O)N(Cc2cccs2)C2CCS(=O)(=O)C2)c1 (stereo unspecified),4%,4%,-14%,-7%,-7%,4%,3%,1%
FC(F)(F)c1nnc2ccc(Cl)nn12,6%,-13%,16%,12%,8%,x,-7%,1%
CCN(CC)CCN1C(=O)C(=O)/C(=C(/O)c2ccc3c(c2)CC(C)O3)C1c1ccc(OC)cc1 (stereo unspecified),7%,-2%,x,x,5%,x,0%,2%
COc1cc(/C=N/Nc2nncn2N)ccc1OCc1c(C)no[n+]1[O-],15%,0.5µM*,-1%,-13%,8%,x,u,4%
Cc1ccc2cn[nH]c2c1N,-4%,-21%,3%,-7%,6%,6%,-30%,x
C/C(=N\N=C1\NC(=O)CC(C(=O)O)S1)c1cccs1 (stereo unspecified),5%,-17%,-6%,-1%,12%,-10%,-3%,-8%
Cc1ccc(-n2ncc3c(=O)n(CC(=O)N4CCN(c5ccccc5)CC4)cnc32)cc1C,2%,-16%,13%,-7%,7%,-6%,2%,6%
NC(=O)NOCc1ccccc1F,6%,14%,u,1%,2%,x,8%,4%
Cn1ncc([N+](=O)[O-])c1C(=O)n1nnc2ccccc21,-5%,-7%,-3%,7%,7%,-20%,-4%,-6%

# Screening data: PubChem BioAssay, National Center for Advancing Translational Sciences (NCATS)

# The list is partial (hit frequency here may not be typical).
